TR SRC2 fluor cs: alters Texas Red total fluorescence, flagging assay interference. TRb/SRC2 Texas Red total fluorescence interference. Potency, µM (titrated, usually from 106 µM), inactives show top-dose fluorescence change, negative = quenching. 280,000 compounds, 0.29% hits; active = well fitted curve in either direction with a large enough effect; inconclusive = small, poorly fitted or top-dose-only effect
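Flags fluorescent or light-absorbing compounds by total fluorescence, S + 2P, at 555 nm excitation and 632 nm emission. Mixture: 20 nM Texas Red SRC2 peptide, 0.6 uM human TRb LBD, 1 uM T3, 5% DMSO; compound exposure 5 h at ambient temperature.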
GAA inh: alpha-glucosidase (human) inhibition. P10253. Potency, µM (titrated, usually from 76.9 µM), for inactives: at the top dose activity change, negative = inhibition, most hits filed as inhibitors. AID 1466. purified human GAA, 4-MU-alpha-glucoside fluorescence. 200,000 compounds, 0.005% hits;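 also: plate controls were uninhibited enzyme wells for no effect and no-enzyme background for full effect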
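Fluorogenic assay: 4 nM human alpha-glucosidase with 400 uM 4-methylumbelliferyl-alpha-D-pyranoside in 50 mM citrate/phosphate, 0.005% Tween-20, pH 5.0, 20 min at room temperature. Compounds tested up to 77 uM; AC50 from Hill fits.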
L3MBTL1 inh: L3MBTL1 (human) inhibition | Q9Y468 | AlphaScreen L3MBTL1–H3K9me1 peptide binding | Potency, µM (top dose mostly 57.1 µM), for the others: at the highest dose activity, negative = inhibition, actives largely listed as inhibitors | 230,000 compounds, 0.66% hits | AID 485360; also: nearly all actives have a fitted effect of over 60% in size
Target sequence (Q9Y468 whole entry, looked up): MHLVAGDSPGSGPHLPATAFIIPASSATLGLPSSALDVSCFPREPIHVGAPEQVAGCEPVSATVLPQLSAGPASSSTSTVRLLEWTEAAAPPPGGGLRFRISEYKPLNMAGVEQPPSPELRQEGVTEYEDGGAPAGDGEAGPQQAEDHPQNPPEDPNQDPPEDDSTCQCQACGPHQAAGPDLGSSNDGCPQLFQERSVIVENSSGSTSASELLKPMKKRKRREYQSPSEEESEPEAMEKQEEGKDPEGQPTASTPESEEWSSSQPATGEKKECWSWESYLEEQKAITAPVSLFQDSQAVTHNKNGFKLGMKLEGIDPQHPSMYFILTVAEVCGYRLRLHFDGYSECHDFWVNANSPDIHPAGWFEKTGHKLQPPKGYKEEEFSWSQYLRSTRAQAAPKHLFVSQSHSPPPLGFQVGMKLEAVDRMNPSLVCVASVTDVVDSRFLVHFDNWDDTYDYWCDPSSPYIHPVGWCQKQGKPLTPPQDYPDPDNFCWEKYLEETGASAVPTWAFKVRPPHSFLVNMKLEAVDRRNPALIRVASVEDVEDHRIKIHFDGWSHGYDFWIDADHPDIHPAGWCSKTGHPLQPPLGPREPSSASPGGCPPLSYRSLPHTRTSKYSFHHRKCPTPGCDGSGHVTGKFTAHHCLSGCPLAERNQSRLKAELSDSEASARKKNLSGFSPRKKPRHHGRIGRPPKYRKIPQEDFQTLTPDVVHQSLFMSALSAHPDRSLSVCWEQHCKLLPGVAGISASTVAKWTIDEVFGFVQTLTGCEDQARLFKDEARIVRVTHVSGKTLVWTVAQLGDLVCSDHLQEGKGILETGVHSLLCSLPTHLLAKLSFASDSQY
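L3MBTL1 50 nM + b-AHA-H3(1-15)K9me1 75 nM, 30 min RT; compound added, 30 min RT; streptavidin donor/Ni-chelate acceptor beads 10 ug/mL each final, 30 min RT dark; AlphaScreen read.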
GAA glycogen mod: inhibitors or activators of human alpha-glucosidase glycogen cleavage; recombinant GAA, glycogen substrate, Amplex Red glucose oxidase fluorescence; 300,000 compounds, 0.38% hits; P10253; Potency, µM (highest dose often 76.4 µM), for inactives: at the top dose activity change, negative = inhibition, most hits filed as inhibitors;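 also: 0% = full enzyme reaction and -100% = no-enzyme basal signal; the screen sought inhibitors and activators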
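Recombinant enzyme (4 nM final) with compounds titrated up to 77 uM and bovine liver glycogen (30 ug) in citrate pH 5.0, 0.01% Tween-20, 37 C 40 min. Released glucose detected by Amplex Red/glucose oxidase (Ex 573/Em 610); AC50 from Hill fits.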
TRb-SRC2 inh: inhibitors of human thyroid hormone receptor beta-SRC2 interaction. P10828. Potency, µM (series often up to 106 µM), without a hit: at the highest dose activity change, negative = inhibition, actives largely listed as inhibitors. AID 1469. 280,000 compounds, 0.065% hits. TRbeta-SRC2 peptide binding, fluorescence polarization; receptor liganded with 1 µM T3;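 also: plate controls were bound peptide for no effect and peptide without receptor for full effect; nearly all actives have a fitted effect of over 50% in size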
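Each compound concentration gave % activity, normalized to unbound and bound Texas Red SRC2 controls, from polarization read after 5 hr ambient incubation with T3-loaded human TRb LBD.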
RECQ1 inh: inhibitors of human RECQ1 DNA helicase; Potency, µM (highest dose often 57.3 µM), inactives show at the highest dose activity, negative = inhibition, hits mostly inhibitors; P46063; RECQ1 DNA unwinding, red fluorescence kinetic read; AID 2549; 240,000 compounds, 0.54% hits;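 also: plate controls were vehicle for no effect and no enzyme for full effect; nearly all actives have a fitted effect of over 30% in size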
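50 nM RECQ1T1 preincubated 15 min with compound in Tris pH 8.0 buffer with MgCl2, DTT, Tween-20 and 2.5 ug/ml poly(dI-dC); started with 200 nM TAMRA/BHQ-2 forked duplex and 2 mM ATP. Unwinding read as fluorescence (525/598 nm), two reads 2 h apart.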
RGS12 GoLoco inh: inhibitors of human Gai1-RGS12 GoLoco interaction (red fluorophore); Gai1:RGS12 GoLoco peptide FP, rhodamine, 10 min; 230,000 compounds, 0.44% hits; P63096; Potency, µM (series often up to 61.6 µM), for the others: top-dose activity, negative = inhibition, actives largely listed as inhibitors; active = well fitted inhibition curve with a large enough effect, not every such curve was filed as active; inactive = no such curve, though single readings can be large or run the other way; also: nearly all actives have a fitted effect of over 30% in size; many of its hits are not listed in these tables
aGlu spleen mod: lysosomal alpha-glucosidase (human) modulation; P10253; human spleen homogenate, 4-MU-alpha-glucoside fluorescence; Potency, µM (titrated, usually from 79.9 µM), for the others: top-dose activity change, negative = inhibition, usual class: inhibitors; 240,000 compounds, 0.006% hits;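 also: 0% = enzyme with vehicle and -100% = no enzyme basal signal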
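Human spleen homogenate (1 ug) with 4-methylumbelliferyl-alpha-D-glucopyranoside (1 mM final) in 50 mM citrate/phosphate pH 5.0, 0.01% Tween-20; 40 min at 37 C. Stopped at pH 10; 4-MU fluorescence Ex 365/Em 440 nm; AC50 by Hill fit.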
* hit, by the source's call; i = inactive; u = inconclusive; x = not tested or not shown; & = joins results of further samples; [ ] = another dose, or the depositor's remark. Unless noted, calls follow the shape of the dose curve; as a rule, active = well fitted curve in the direction sought with a large enough effect; inconclusive = small, poorly fitted or top-dose-only effect, or another doubt; inactive = no such curve, though single readings can be large; an effect the other way counts as inactive or inconclusive. Unless noted, % is scaled to controls: 0 for no effect and ±100 for the full control effect; potency is read from the fitted curve at half-maximal effect. Only part of the results is shown (hit frequency here may not be typical).

SMILES	TR SRC2 fluor cs	GAA inh	L3MBTL1 inh	GAA glycogen mod	TRb-SRC2 inh	RECQ1 inh	RGS12 GoLoco inh	aGlu spleen mod
Cc1nn(C)c(C)c1S(=O)(=O)N1CCC(C(=O)NC2CCCCCC2)CC1	-1%	3%	2%	2%	-6%	2%	10%	1%
Cc1ccc(S(=O)(=O)N2CCCCC2)cc1NC(=O)CSc1ncnc2ccccc12	3%	-8%	-3%	-14%	-4%	i	18%	-2%
COCCN(CCOC)c1ncc(Cl)c(C(=O)c2c(C)cc3ccccn23)n1	-3%	-4%	-3%	9%	0%	i	5%	-19%
CCN1CCN(c2cc(C)c3cc(NC(=O)c4cncc(Br)c4)ccc3n2)CC1	-12%	-18%	13%	16%	-6%	i	-4%	0%
COc1cc(/C=C(/C#N)C(=O)c2c(C)[nH]c3ccccc23)ccc1OCC#N	-1%	x	x	-10%	3%	i	23%	1%
c1ccc2c(N3CCCCC3)ncnc2c1	-1%	-16%	x	-2%	-1%	-5%	-15%	-4%
Cc1nnc(SCC(=O)Nc2nccs2)n(N)c1=O	-1%	-3%	x	6%	2%	-18%	-7%	-2%
CCOc1cccc(-c2nnc3sc(COc4ccc(OC)cc4)nn23)c1	1%	-6%	-3%	5%	-7%	-8%	10%	4%
CC(=O)NNC(=O)CN1C(=O)/C(=C/c2ccccc2)SC1=S	-2%	x	x	7%	-2%	i	-3%	9%
COCCNC(=O)CN(CC1CCCO1)C(=O)CCC(=O)Nc1ccccn1 (centres undefined)	0%	-6%	x	3%	-10%	-15%	6%	-6%
COc1ccc(CNC(=O)CSc2nnnn2-c2ccccc2)cc1	1%	-2%	9%	4%	-8%	9%	-4%	-2%
CCOC(=O)c1c(C#N)c(SCC(=O)Nc2ccc(OC)cc2)nc2c1CN(CC)CC2	-2%	-3%	-8%	-8%	3%	-7%	1%	-5%
O=C(O)c1ccccc1NS(=O)(=O)c1cccc(C(F)(F)F)c1	-2%	u	x	1%	-17%	4%	9%	-14%
COc1ccc(CCNC(=O)c2nnn(-c3ccc4c(c3)OCCO4)c2N)cc1OC	-2%	-7%	-7%	4%	-10%	-1%	8%	0%
OCCCNC(=S)Nc1ccc(Oc2ccccc2)cc1	1%	0%	4%	5%	0%	-6%	-6%	-6%
COc1ccc(S(=O)(=O)N[C@@H](Cc2ccc(Cl)cc2)C(=O)N2CC[C@@]3(O)CCCC[C@H]3C2)cc1	3%	4%	-3%	13%	-25%	-15%	0%	-3%
CC(Cc1c[nH]c2ccccc12)NC(=O)C1CCCNC1=O (centres undefined)	2%	-2%	2%	-13%	-1%	-7%	0%	-12%
Cc1ccc(C(=O)N(CC#N)CC#N)cc1C	0%	-3%	1%	-8%	13%	-4%	-6%	-3%
N/C(=N\NC(=O)c1cccs1)c1cc2ccccc2oc1=O	-7%	6%	23%	-21%	-5%	-6%	-4%	-30%
Cc1cc(C)nc(SC2CCOC2=O)n1 (centres undefined)	-1%	-2%	x	1%	5%	4%	-1%	-6%
Cc1ccc(S(=O)(=O)c2cn(Cc3ccc(F)cc3)c3cc4c(cc3c2=O)OCO4)cc1	2%	-4%	-1%	-6%	3%	0%	5%	0%
Cc1[nH]c(-c2ccc3c(c2)OCO3)nc1C(=O)O	-2%	-15%	x	-3%	1%	-4%	39%[activator]	11%
CCCCCc1c2c(cc(O)c1C(=O)O)OC(=O)c1c(cc(OC)cc1C(=O)CCCC)O2	-1%&-2%	x	-13%	5%	0%&-1%	u	7%&-4%	6%&2%
CC(=O)Oc1ccc2nc(-c3cccs3)oc(=O)c2c1	-3%	u	3%	-12%	-7%	0%	7%	-5%
Cc1c(NC(=O)c2ccc(-c3cccc([N+](=O)[O-])c3)o2)c(=O)n(-c2ccccc2)n1C	-3%	-1%	11%	-6%	-3%	i	5%	-7%
COc1ccc(CC(=O)Nc2cc(C)c3c(=O)oc4ccccc4c3n2)cc1	-1%	1%	5%	-1%	4%	0%	12%	0%
COc1ccccc1CNC(=O)C1(c2ccc(Cl)cc2)CC1	2%	-5%	6%	2%	1%	-4%	2%	-2%
Cn1c(C(=O)NC2CC2)cc(=O)n(C)c1=O	0%	1%	1%	11%	3%	14%	-3%	-4%
O=C(O)CCN1C(=O)NC2(CCCC2)C1=O	3%	-2%	11%	-13%	5%	-6%	0%	4%
COc1ccc(S(=O)(=O)NCc2ccc(C(=O)N3CCN(c4ccccn4)CC3)cc2)cc1	-1%	-12%	-7%	5%	0%	0%	3%	-5%
CNC(=O)OCCSCCS(=O)(=O)c1ccc(Cl)cc1	-3%	x	11%	-3%	-2%	-9%	7%	-13%
CCS(=O)(=O)N1CCN(C(=O)c2ccc(-c3ccccc3)cc2)CC1	0%	-14%	0%	1%	-17%	-21%	-1%	1%
CN(C)C(=O)N1CCCC(C(=O)NCc2ccccc2)C1 (centres undefined)	-4%	u	2%	5%	-10%	i	14%	0%
COC(=O)C1=C(C)N(C)C(=O)NC1c1ccc(O)c(Cl)c1 (centres undefined)	-2%	-7%	1%	-13%	8%	i	8%	-13%
CCN(CC)CCNC(=O)c1ccc(NC(=O)c2c(F)cccc2Cl)cc1	-5%	-3%	-12%	-8%	-6%	-1%	45%[activator]	-11%
Cc1ccc(Cn2cc(SCC(N)=O)c3ccccc32)cc1	-3%	-13%	-13%	-2%	-3%	-6%	17%	-2%

Reformatted in markdown: 3 of the compounds above
| smiles | TR SRC2 fluor cs | GAA inh | L3MBTL1 inh | GAA glycogen mod | TRb-SRC2 inh | RECQ1 inh | RGS12 GoLoco inh | aGlu spleen mod |
| --- | --- | --- | --- | --- | --- | --- | --- | --- |
| Cc1ccc(C(=O)N(CC#N)CC#N)cc1C | 0% | -3% | 1% | -8% | 13% | -4% | -6% | -3% |
| Cc1ccc(S(=O)(=O)N2CCCCC2)cc1NC(=O)CSc1ncnc2ccccc12 | 3% | -8% | -3% | -14% | -4% | i | 18% | -2% |
| COCCN(CCOC)c1ncc(Cl)c(C(=O)c2c(C)cc3ccccn23)n1 | -3% | -4% | -3% | 9% | 0% | i | 5% | -19% |

Continued.
SMILES	TR SRC2 fluor cs	GAA inh	L3MBTL1 inh	GAA glycogen mod	TRb-SRC2 inh	RECQ1 inh	RGS12 GoLoco inh	aGlu spleen mod
Cc1ccc2c(c1)-c1c(cnn1CC(=O)NC(C)CCc1ccco1)CO2 (centres undefined)	-1%	3%	-5%	-6%	-10%	-1%	2%	4%
COc1ccc(NC2=CC(=O)CC(C)(C)C2)cc1OC	0%	-28%[15.4 µM]	6%	10%	-5%	-9%	7%	-2%
CO/N=C(/C)CCC(=O)OC[C@@H]1O[C@H](c2ccccc2)C=C[C@@H]1Oc1ccc(OC)cc1	-3%[11.2 µM]	x	x	x	-1%[11.2 µM]	-6%[11.5 µM]	x	3%[17.4 µM]
CN(c1ccccc1C(=O)NCc1ccccn1)S(C)(=O)=O	-3%	-4%	6%[11.4 µM]	5%	6%	2%	11%	-1%
CCc1ccc(CN2CCN(C(=O)c3cccc(OC)c3OC)CC2)cc1	-6%	u	14%	2%	-3%	6%	-17%	-2%
CCOC(=O)C1=C(c2ccccc2)NC(SCC(=O)Nc2cccc(C)c2)=C(C#N)C1c1ccco1 (centres undefined)	-2%	-4%	7%	-14%	0%	-25%	1%	-6%
CN(C(=O)COC(=O)c1ccc2c(=O)n3c(nc2c1)CCC3)c1ccccc1	u	-10%	-14%	3%	2%	i	39%[activator]	3%
CN(CC(=O)Nc1ccc(F)c(F)c1F)c1ncnc2sccc12	1%	-2%	x	3%	1%	i	9%	3%
COc1ccc(OC)c(-c2cc(C(=O)Nc3sc4c(c3C#N)CCC(C)C4)c3ccccc3n2)c1 (centres undefined)	-2%	-3%	2%	2%	-5%	-9%	19%	-7%
O=C(NC1CC1)C1CCN(C2CCN(C(=O)CSc3ccccc3)CC2)CC1	0%	x	-5%	1%	-1%	-2%	9%	-4%
Cc1ccccc1N1CC(C(=O)O)CC1=O (centres undefined)	2%[53 µM]	10%	-25%	7%	-9%[53 µM]	-7%	24%	-4%
O=C(N/N=C/c1ccc(N2CCOCC2)o1)c1cccc(F)c1	6%	-6%	2%	-15%	-12%	-1%	-20%	-16%
Cc1c(Cl)c([N+](=O)[O-])nn1CCCC(=O)Nc1cccc(O)c1	-1%	1%	-6%	-11%	4%	14%	-3%	2%
COc1ccc(CCNC(=O)CCCn2c(SCC(N)=O)nc3cc4c(cc3c2=O)OCO4)cc1OC	0%&2%	-3%	2%	3%	3%&-3%	-9%	-14%	-2%
Cc1ccc(NC(=O)Nc2cc(Cl)ccc2C2COC(=O)C2=N)cc1 (centres undefined)	-2%	1%	-10%	16%	0%	40%[activator]	12%	7%
Cc1cc(C(=O)Cn2cncn2)c(C)n1CCc1ccc(F)cc1	1%	4%	-14%	5%	-6%	-6%	8%	-2%
Cc1ccc(-c2ccc(CCC(=O)O)n2NC(=O)c2ccco2)cc1	0%	-4%	6%	6%	6%	i	-3%	-11%
COc1ccc(CCNC(=O)CN2CCC(C(N)=O)CC2)cc1	-5%	-1%	12%	-2%	-2%	-12%	-1%	-6%
COc1ccc(NC(=O)c2cc(-c3cccnc3)nc3ccc(C)cc23)cc1OC	-6%	6%	5%	10%	1%	i	-19%	-4%
CCC(Sc1nc2ccccc2s1)C(=O)Nc1cc(C)on1 (centres undefined)	-2%	0%	7%	-4%	-9%	-5%	-12%	0%
CCCCNC(=O)CCCCCn1c(=O)[nH]c2cc(OC)c(OC)cc2c1=O	0%	6%	6%	12%	8%	11%	2%	-7%
COc1ccc(N2CCN(c3ccc(Cl)nn3)CC2)cc1	0%	-11%	5%	22%	7%	i	7%	-4%
COc1ccc2[nH]c(C)c(CCNC(=S)Nc3cccc(C)c3C)c2c1	-1%	-4%[15.4 µM]	-3%	u	-1%	-13%	-9%	0%

Screens (PubChem)
